# AID2073 = disruptors of CaV2.2 binding to Mint1 – biochemical, HTRF (AID 2073); HTRF protein-protein interaction, Mint1-CaV2.2; higher % means a stronger effect; inhibition, % at 20 µM, or IC50 in µM where a hit was titrated; actives 0.19% (n = 290,000); in the data active = inhibition mostly above about 51%, no sharp cut-off; inconclusive = no clear call, values can overlap the other calls; inactive = mostly below about 53%; also: some results filed as inactive read as strong as hits
# M1AAP inhibition = P. falciparum M1AAP inhibitors, biochemical, fluorogenic H-Leu-NHMec substrate, 1536-well (AID 1445); recombinant M1AAP, H-Leu-NHMec fluorogenic kinetic assay; higher % means a stronger effect; inhibition, % at 30 µM, or IC50 in µM where a hit was titrated; actives 0.42% (n = 220,000);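 active = primary inhibition above the hit cutoff, then over 50% inhibition at one or more dose response concentrations, cut at about 23% in these data, passing the limit was not always enough; inconclusive = conflicting primary data, or primary hits not chosen for dose response; inactive = low primary inhibition, or under 50% at every dose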;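 also: plate controls were DMSO full reaction for no effect and no enzyme background for full effect; strong numbers were not always called active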
# M17LAP inhibition = P. falciparum M17LAP inhibitors, primary screen, biochemical, fluorogenic H-Leu-NHMec substrate, 1536-well (AID 1619); recombinant M17LAP, H-Leu-NHMec fluorogenic kinetic assay; higher % means a stronger effect; inhibition, % at 30 µM, or IC50 in µM where a hit was titrated; actives 0.38% (n = 220,000);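 active = compound inhibiting the enzyme by more than half at any dose during confirmatory dose-response retesting; inconclusive = strong single-dose inhibitors picked by rank but not retested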;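 also: plate controls were full reaction with DMSO carrier for no effect and no enzyme background for full effect; strong numbers were not always called active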
# GPR55 activation = GPR55 agonists via beta-arrestin recruitment, primary screen, imaging, U2OS cells, beta-arrestin-GFP redistribution (AID 1961) | U2OS GPR55 beta-arrestin-GFP redistribution imaging; higher % means a stronger effect | one-dose activation, % at 10 µM; EC50 in µM for titrated hits | actives 0.048% (n = 290,000);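 active = activation above 40% with more than 50 cells counted in the well; inconclusive = wells holding fewer than 50 cells, flagged as toxic or sparse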;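 also: U2OS osteosarcoma cells stably expressing GPR55 and beta-arrestin-GFP; plate controls were DMSO negative control for no effect and LPI positive control for full effect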
# KOR beta-arrestin-1 = KOR agonists, beta-arrestin recruitment, primary screen, cell-based, luminescence, uHTS (AID 1777); KOR beta-arrestin recruitment, luminescence; higher % means a stronger effect; one-dose activation, % at 10 µM; EC50 in µM for titrated hits; actives 0.02% (n = 280,000); in the data active = activation above about 50%, passing the limit was not always enough; also: a part of the inactive calls stands beside numbers as strong as those of hits
# NOD1 inhibition = NOD1 signaling inhibitors, primary screen, cell-based, luminescence, uHTS (AID 1578) | NOD1-driven NF-kB luciferase reporter cells, luminescence; higher % means a stronger effect | actives 1% (n = 290,000) | inhibition, % at 4 µM, or EC50 in µM where a hit was titrated; in the data active = inhibition mostly above about 36%, no sharp cut-off; inactive = mostly below about 34%;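 also: HEK-293T reporter cells stimulated with the NOD1 agonist gamma-tri-DAP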
# Dynein cargo inh = blocks dynein driven cargo transport along microtubules. 3617.4 mouse cells, GR-EGFP nuclear translocation imaging; test concentration mostly 20 µM; stimulated with dexamethasone, 1 µM; active compounds read low. z-score, hits read low. actives 0.47% (n = 220,000). AID 1381;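 active = plate z-score of nuclear minus cytoplasmic receptor signal below a set negative limit, without overly bright fluorescence or cell loss, cut at about -3.5 in these data, passing the limit was not always enough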;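 also: z-score of nuclear minus cytoplasmic ring GR-EGFP intensity difference per well; some compounds called inactive have numbers as strong as hits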
#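 medium = tetracycline-free induction medium containing charcoal-stripped FBS | probe or stimulus = dexamethasone, 1.0 µM final | timing = 48 h induction, then 1 h compound, then 30 min agonist, 37 °C | detection = automated 10x imaging of fixed Hoechst-stained cells | read-out basis = nuclear versus cytoplasmic GR-EGFP signal, averaged per well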
# KOR beta-arrestin-2 = kappa opioid receptor blockers – cell-based, luminescence, uHTS (AID 1778); inhibition, % at 10 µM; hits with a dose series show IC50 in µM; KOR beta-arrestin recruitment, luminescence, antagonist mode; higher % means a stronger effect; actives 0.091% (n = 290,000); also: strong numbers were not always called active
# NOD2 inhibition = NOD2 signaling inhibitors, cell-based, luminescence, uHTS, HEK293 (AID 1566) | HEK293 NOD2/NF-kB luciferase reporter, luminescence; higher % means a stronger effect | one-dose inhibition, % at 4 µM; EC50 in µM for titrated hits | actives 0.63% (n = 290,000); also: many of its hits are not listed in these tables
# Dynein cargo inh cytoplasmic EGFP = second read-out of Dynein cargo inh, no call of its own (marks repeat the call); z-score; measured here: cytoplasmic GR-EGFP intensity; active compounds read high
# Dynein cargo inh nuclear GR-EGFP = also measured in Dynein cargo inh; calls as there; z-score; measured here: nuclear GR-EGFP intensity;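 lower value marks the stronger effect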
# Dynein cargo inh cell count = second read-out of Dynein cargo inh, no call of its own (marks repeat the call); z-score; measured here: cell count per field
# * = called active by the depositor; ? = inconclusive; . = not tested or not shown; [ ] = dose if it differs, or a comment. Rule as the data show it, unless noted: active = inhibition above about 50%; inactive = the rest.
SMILES,AID2073,M1AAP inhibition,M17LAP inhibition,GPR55 activation,KOR beta-arrestin-1,NOD1 inhibition,Dynein cargo inh,Dynein cargo inh cytoplasmic EGFP,Dynein cargo inh nuclear GR-EGFP,Dynein cargo inh cell count,KOR beta-arrestin-2,NOD2 inhibition
CCOc1ccc(NC(=O)CN(c2ccc([N+](=O)[O-])cc2)S(=O)(=O)c2ccccc2)cc1,4%,3%,11%,-0.2%,3.8%,15%,-0.69,-0.3,-0.62,0.42,2%,-19%
CC(C)C(NS(=O)(=O)c1cccc2nsnc12)C(=O)Nc1nccs1 (stereo not drawn),6%,0%,-7%,-0.1%,1.3%,-13%,-0.63,-0.23,0.054,0.88,-13%,-16%
O=C1NCCCc2c1oc1ccc(O)cc21,21%,2%,-5%,-0.2%,9.1%,37%,0.033,-0.037,0.33,0.26,-42%,5%
Cn1ncc(Br)c1N1C(=O)CCC1=O,2%,1%,4%,-0.1%,7.6%,-13%,-0.13,-0.19,-0.36,0.5,-1%,-9%
FC(F)(F)c1cccc(N2CCN(c3ccc4nnc(-c5ccccc5)n4n3)CC2)c1,13%,3%,-1%,-0.1%,-6.8%,-2%,1.3,-0.21,0.72,-0.65,0%,8%
Cc1ccc(OCc2cc(C(=O)N3CCN(C4CCCCC4)CC3)no2)cc1C,2%,.,.,-0.2%,-2.9%,-50%,.,.,.,.,-35%,-31%
CCCc1cc(=O)oc2cc(OCC(=O)NCCCN3CCOCC3)ccc12,12%,.,.,-0.1%,0.3%,-12%,.,.,.,.,-54%,-11%
CC(=O)c1ccc(NC(=O)CCNS(=O)(=O)c2ccccc2F)cc1,16%,.,.,-0.1%,6.0%,-42%,.,.,.,.,6%,-8%
COc1ccc(CCNS(=O)(=O)c2ccc(Br)s2)cc1,?,.,.,0.0%,0.7%,.,.,.,.,.,-6%,.
CCN(CC)CC(=O)Nc1sc(C)c(C)c1C(=O)c1ccc(C)cc1,-21%,5%,0%,-0.2%,2.7%,-38%,-0.86,0.12,-0.29,0.32,-7%,8%
Brc1ccc2nc(CSc3ncn[nH]3)cn2c1,-2%,0%,28%,0.0%,-3.4%,-2%,-0.92,-0.18,-0.32,0.51,12%,-8%
Cc1c(N=C2NC(=O)C(CC(=O)Nc3ccc(Cl)cc3)S2)c(=O)n(-c2ccccc2)n1C (stereo not drawn),2%,3%,10%,-0.1%,-1.5%,-17%,0.94,-0.16,0.55,-0.67,-26%,10%
Cc1ncc(CN2CCN(CCC(C)C)C(CCO)C2)s1 (stereo not drawn),-7%,0%,3%,-0.2%,-0.2%,-35%,-0.3,-0.38,-0.29,0.28,-35%,-5%
CCCCC1CC(CSC(=N)N)OC1=O (stereo not drawn),-11%,5%,23%,0.0%,3.1%,0%,1.5,-0.22,-0.41,-0.31,-6%,13%
Cn1cccc1/C=C(/C#N)C(N)=S,-9%,8%,35%,-0.1%,1.0%,-21%,-0.091,-0.26,0.087,0.3,-6%,8%
Cc1ccccc1OCC(=O)NCCNC(=O)c1ccccn1,-3%,.,.,0.2%,-3.4%,19%,.,.,.,.,-12%,8%
COc1cc(/C=N/NC(=O)c2c(-c3ccccc3)noc2C)cc(OC)c1OC,5%,1%,-11%,0.2%,5.1%,-22%,-0.019,-0.21,0.041,0.74,-1%,5%
Cc1nc2ccc(NC(=O)NCCO)cc2s1,1%,4%,1%,-0.1%,-2.4%,-19%,2.7,0.27,1.6,-0.62,5%,15%
Cc1ccoc1C(=O)N1CCN(C(=O)c2occc2C)CC1,-1%,.,.,0.2%,-1.5%,-26%,.,.,.,.,-28%,-12%
c1ccc(-c2ccc(C3CCCN3)cc2)cc1 (stereo not drawn),6%,2%,2%,0.5%,-0.9%,-7%,0.034,0.045,0.021,0.97,21%,-14%

# An excerpt from above, showing only AID2073.
canonical_smiles	AID2073
CC(=O)c1ccc(NC(=O)CCNS(=O)(=O)c2ccccc2F)cc1	16%
Cc1ccoc1C(=O)N1CCN(C(=O)c2occc2C)CC1	-1%

# Going on with the list:
SMILES,AID2073,M1AAP inhibition,M17LAP inhibition,GPR55 activation,KOR beta-arrestin-1,NOD1 inhibition,Dynein cargo inh,Dynein cargo inh cytoplasmic EGFP,Dynein cargo inh nuclear GR-EGFP,Dynein cargo inh cell count,KOR beta-arrestin-2,NOD2 inhibition
CC(C)NC(=O)NC(=O)CSc1ncccn1,7%,-1%,-5%,-0.4%,-2.5%,-36%,-0.81,-0.28,-0.021,0.4,2%,8%
CCC(CC)NC(=O)c1oc2ccccc2c1COc1ccccc1,-2%,3%,-3%,0.5%,0.4%,41%,-0.61,-0.23,-0.45,0.095,6%,-28%
CC(CCCC(C)(C)O)NC(=O)c1ccc(OC2CCN(C(=O)C3CC3)CC2)cc1 (stereo not drawn),6%,5%,6%,-0.2%,-2.2%,2%,1.9,-0.22,0.74,-0.69,-24%,4%
COc1ccc(NC(=O)CSC2=C(C#N)C(c3ccco3)C3=C(CCCC3=O)N2)c(OC)c1 (stereo not drawn),2%,5%,-1%,0.7%,-9.4%,-2%,1.2,0.16,0.55,0.051,34%,1%
CN(Cc1ccccc1)C(=O)NC1CCCCC1,9%,-6%,18%,-0.4%,0.4%,4%,-0.62,-0.22,-0.083,-0.62,-40%,1%
Cc1onc(-c2ccccc2)c1C(=O)N/N=C/c1c[nH]c2ccccc12,10%,6%,-5%,-0.1%,.,-23%,-0.41,-0.28,-0.3,0.94,-9%[20 µM],-4%
NC(=S)N/N=C/c1ccc(-c2cc(Cl)cc(Cl)c2)o1,-4%,17%,3%,0.1%,1.7%,5%,0.48,-0.17,0.57,0.054,39%,-25%
CC(NC(=O)c1ccc2c(c1)OCO2)C(c1cccs1)N1CCOCC1 (stereo not drawn),6%,-4%,-2%,-0.2%,-4.9%,10%,-0.87,0.42,0.067,0.51,-9%,3%
O=C(Cc1coc2cc3c(cc12)CCC3)NCC1(N2CCCCC2)CCCCC1,10%,7%,0%,-0.1%,3.6%,-17%,-0.7,-0.28,-0.17,1.4,18%,2%
Cc1ccc(-n2nc3c(N4CCC(C(=O)NCc5cccc(F)c5)CC4)nnc(C)c3c2C)cc1,9%,.,.,-0.1%,0.6%,1%,.,.,.,.,-11%,20%
NC(=O)c1ccccc1N1CCCCC1,-12%,-2%,-11%,-0.1%,-0.5%,-3%,-0.74,-0.23,-0.4,2.4,24%,-3%
O=C(COC(=O)c1ccc[nH]c1=O)NCCc1ccc(Cl)cc1Cl,-13%,2%,0%,-0.3%,1.0%,-4%,0.57,-0.27,-0.14,0.98,-2%,-162%
COc1ccccc1N1CCN(/N=C/c2ccc(OC)c(OC)c2OC)CC1,-3%,2%,2%,0.5%,-0.9%,-40%,0.29,-0.3,0.22,-0.38,-5%,18%
O=C(NCc1ccc2c(c1)CCO2)Nc1cccc(C(F)(F)F)c1,7%,2%,-3%,0.0%,-5.0%,4%,-0.35,-0.2,-0.23,0.41,-1%,15%
CN1C2CCC1CC(NS(=O)(=O)c1ccc(C#N)cc1)C2 (stereo not drawn),-6%,.,.,0.3%,0.4%,-36%,.,.,.,.,4%,-5%
CCOc1ccc(S(=O)(=O)NCCCn2ccnc2)cc1NC(C)=O,4%,.,.,0.6%,-1.4%,-22%,.,.,.,.,-18%[20 µM],13%
Cc1c(C(=O)OCC[N+]2(C)CCCCC2)oc2ccccc12,1%,16%,5%,-0.1%,-5.3%,-21%,1.9,0.1,2,-2.3,-12%,9%
COc1ccc(/C(=C\Nc2ccc(C)c(C)c2)C(C)=O)cc1OC,-2%,6%,11%,0.6%,-9.1%,-29%,1.2,0.097,1,-2.2,-1%,-6%
CCC(=O)Nc1nonc1-c1nc2ccccc2n1CCC(C)C,5%,1%,3%,-0.1%,-1.9%,66%,-0.26,-0.15,0.19,0.32,18%,8%
CN(Cc1ccccc1)C(=O)c1ccc2c(c1)OCO2,6%,3%,5%,-0.5%,-0.5%,-37%,0.47,-0.13,0.53,-0.21,-10%,-7%
CC(C)N1C(=O)CCC1C(=O)O (stereo not drawn),0%,5%,-11%,-0.1%,-1.1%,-13%,0.38,-0.2,1.2,-0.94,-5%,-5%
CCN(CC)C(=O)Cn1cc(C(=O)C(=O)N2CCN(Cc3ccc4c(c3)OCO4)CC2)c2ccccc21,-3%,.,.,0.0%,-0.6%,-5%,.,.,.,.,11%,3%
C=C(C)c1cccc(C(C)(C)NC(=O)NCc2ccc(OC)cc2)c1,7%,12%,0%,-0.1%,1.3%,-28%,-0.29,-0.26,-0.16,0.73,-3%,8%
CC(C)Cn1c(N)c(C(=O)COC(=O)CCc2nc3ccccc3s2)c(=O)n(C)c1=O,-1%,0%,-5%,0.5%,-3.2%,17%,0.52,0.14,0.61,0.0026,-17%,21%
CCn1cc(CN2CCC(n3nccc3NC(=O)c3ccccc3C)CC2)c(C)n1,7%,.,.,-0.2%,1.8%,-9%,.,.,.,.,2%,4%
CCN(CCCNC(=O)CCC(=O)N1CCOc2ccccc21)Cc1ccccc1,-1%,.,.,-0.1%,-6.6%,-22%,.,.,.,.,-11%[20 µM],-2%
Cc1cccc(C(C)(C)C)c1OCCCCN1CCCC1,-4%,2%,-1%,-0.1%,-7.3%,-4%,-0.89,-0.41,-0.63,0.86,-14%,5%
COc1ccccc1CNc1cc(CSc2ccc(Cl)cc2)nc(C)n1,-2%,13%,-5%,0.2%,-7.9%,3%,-0.55,0.062,-0.44,0.62,18%,-4%
Cn1c(=O)c2c(=O)cc(NNC(=O)C(C)(C)C)[nH]c2n(C)c1=O,4%,6%,4%,-0.1%,-3.2%,-22%,-1.3,-0.31,-0.4,0.48,54%,-19%
CCO/C=C1/C(=O)N(C)C(=O)c2cc(OC)ccc21,44%,-1%,-2%,-0.1%,-1.9%,-22%,0.032,-0.16,-0.17,0.27,3%,-5%
Cc1ccc2[nH]cc(CCNC(=O)C3CCCO3)c2c1 (stereo not drawn),10%,.,.,-0.1%,3.9%,-13%,.,.,.,.,-15%,7%

# Source: PubChem (several laboratories)

# Not all compounds are listed; rates above refer to the full screens.
